PHOSPHO1 block: blocks human PHOSPHO1 phosphatase activity. recombinant PHOSPHO1, absorbance phosphatase assay. 290,000 tested, 1.1% active. inhibition, % at 13.3 µM. Q8TCT1; in the data active means inhibition above about 60%
MEKK3 PB1 HTS: modulators (inhibitors or enhancers) of MEK5 binding to human MEKK3 PB1 domain | Q99759 | 290,000 tested, 1.4% active | AID 1529 | binding response (% of control), % at 10 µM | bead-based flow cytometry, Alexa488-MEK5 binding to MEKK3; actives lie on both sides; 0 = blocked by unlabeled MEK5, 100 = vehicle;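 active means binding response more than 3 SD above or below the average of its plate-row segment, actives on both sides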;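 further: Alexa488 bead fluorescence after subtracting the streptavidin-only scavenger bead signal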
Target sequence (Q99759 whole entry, looked up, the tested form may be a part): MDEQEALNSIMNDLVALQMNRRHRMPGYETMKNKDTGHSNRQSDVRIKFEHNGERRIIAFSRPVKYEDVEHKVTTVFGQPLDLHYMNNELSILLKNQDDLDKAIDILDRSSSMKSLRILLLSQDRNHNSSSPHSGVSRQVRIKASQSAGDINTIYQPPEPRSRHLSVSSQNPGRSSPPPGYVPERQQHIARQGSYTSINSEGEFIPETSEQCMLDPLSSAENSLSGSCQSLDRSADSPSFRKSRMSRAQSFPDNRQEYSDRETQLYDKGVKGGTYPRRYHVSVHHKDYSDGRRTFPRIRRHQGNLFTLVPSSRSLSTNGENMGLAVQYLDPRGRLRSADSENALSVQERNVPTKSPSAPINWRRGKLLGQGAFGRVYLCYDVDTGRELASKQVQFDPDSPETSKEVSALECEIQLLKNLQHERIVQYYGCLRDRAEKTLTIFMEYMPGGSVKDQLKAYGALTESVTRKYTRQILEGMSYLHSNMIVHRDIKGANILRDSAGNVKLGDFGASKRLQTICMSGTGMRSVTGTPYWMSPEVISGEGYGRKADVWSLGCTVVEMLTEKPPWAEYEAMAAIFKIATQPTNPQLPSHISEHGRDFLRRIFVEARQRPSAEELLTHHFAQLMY
MEKK2mut PB1 HTS: signal of MEK5 binding to mutant human MEKK2 PB1 domain | percent response, % at 10 µM | 290,000 tested, 0.35% active | bead flow cytometry, Alexa488-MEK5 binding to MEKK2 mutant; in the data active means percent response above about 24%, passing the limit was not always enough; further: inactives centre near 1; some results filed as inactive read as strong as hits; reference of the scale not given here
OXTR agonist: agonists of human oxytocin receptor; P30559; activation, % at 3 µM; AID 2435; CHO-OTR cells, Fluo-8 calcium fluorescence; normalized: DMSO 0%, oxytocin 100%; 320,000 tested, 0.32% active;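 active means activation above the mean of all tested compounds plus 3 SD, cutoff set per screening run, cut at about 20% in these data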;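 further: peak over basal fluorescence ratio from a 100 s FLIPR kinetic read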
Target sequence (P30559 whole entry, looked up): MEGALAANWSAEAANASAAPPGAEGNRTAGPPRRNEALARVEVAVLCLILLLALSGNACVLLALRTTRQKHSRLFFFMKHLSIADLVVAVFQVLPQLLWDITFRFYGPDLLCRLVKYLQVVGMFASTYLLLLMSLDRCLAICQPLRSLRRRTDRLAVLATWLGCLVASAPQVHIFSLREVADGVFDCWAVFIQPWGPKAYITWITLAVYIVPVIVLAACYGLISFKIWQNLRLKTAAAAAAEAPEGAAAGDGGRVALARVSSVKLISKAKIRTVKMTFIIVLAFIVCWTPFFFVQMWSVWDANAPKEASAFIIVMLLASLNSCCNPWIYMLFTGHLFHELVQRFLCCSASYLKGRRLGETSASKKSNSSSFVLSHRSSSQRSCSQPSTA
GalR3 antag: antagonists of human GalR3; inhibition, % at 3 µM; HEK293 GalR3-CNG cAMP membrane potential fluorescence; galR3 body fused to GalR1 C-terminus; O60755; AID 651719; 360,000 tested, 0.44% active;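 active means inhibition above the screen-wide average plus 3 SD, cut at about 13% in these data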;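 further: forskolin and galanin both at EC90 stimulate the cells; cAMP rise reported by CNG channel membrane potential dye signal; 0% = forskolin plus galanin with DMSO and 100% = forskolin alone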
MEKK2wt PB1 HTS: raises or lowers MEK5 binding to wildtype human MEKK2 PB1 domain; Q9Y2U5; bead flow cytometry, Alexa488-MEK5 binding to MEKK2 WT; actives lie on both sides; binding response (% of control), % at 10 µM; 290,000 tested, 1.1% active; in the data active means binding response below about 67% or above about 130%
GPR7 antag: antagonists of human GPR7 (neuropeptides B/W receptor 1); inhibition, % at 4.4 µM; GPR7-expressing cells, fluorescence antagonist assay; 290,000 tested, 1.1% active; in the data active means inhibition above about 16%, passing the limit was not always enough;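 further: cells stimulated with the agonist NPW; 0% = agonist with vehicle and 100% = vehicle without agonist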
NALP1 yeast inh: NALP1 inhibition; S. cerevisiae NALP1/ASC/caspase-1 growth, X-gal OD620, 72 h; inhibition, % at 10 µM; 280,000 tested, 0.61% active; AID 2071; in the data active means inhibition mostly above about 24%, no sharp cut-off; inactive means mostly below about 32%; further: some compounds called inactive have numbers as strong as hits
V1R ag counter: activates human V1a receptor in oxytocin agonist counter-screen; P37288; CHO-V1R cells, Fluo-8 calcium fluorescence, agonist mode; 0% DMSO, 100% 3 nM vasopressin; activation, % at 3 µM; 320,000 tested, 0.25% active; AID 2797;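 active means activation above the mean activation of all tested compounds plus 3 SD, per screening run, cut at about 20% in these data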;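 further: signal is peak over basal fluorescence ratio across a 100 second FLIPR read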
* = called active by the depositor.

The first 2 compounds (preview)
CCOc1ccc2ccccc2c1C1NC(=O)N(C)C(C)=C1C(=O)OCCOC (configuration not stated) was read as PHOSPHO1 block 20, MEKK3 PB1 HTS 101, MEKK2mut PB1 HTS 2, OXTR agonist 0.5, GalR3 antag -9, MEKK2wt PB1 HTS 99, GPR7 antag -2, NALP1 yeast inh 1 and V1R ag counter -0.1.
For C=CCNC(=O)N1C2=NC(C(=O)OC)=C(C(=O)OC)[C@@H]3N(Cc4ccccc4)c4ccccc4[C@]23C[C@H]1C(=O)OC the results were MEKK3 PB1 HTS 100, MEKK2mut PB1 HTS 0, OXTR agonist -1.6, GalR3 antag -3, MEKK2wt PB1 HTS 101 and V1R ag counter 0.0.

Results, previewed entries included:
CCOc1ccc2ccccc2c1C1NC(=O)N(C)C(C)=C1C(=O)OCCOC (configuration not stated) was read as PHOSPHO1 block 20, MEKK3 PB1 HTS 101, MEKK2mut PB1 HTS 2, OXTR agonist 0.5, GalR3 antag -9, MEKK2wt PB1 HTS 99, GPR7 antag -2, NALP1 yeast inh 1 and V1R ag counter -0.1.
For C=CCNC(=O)N1C2=NC(C(=O)OC)=C(C(=O)OC)[C@@H]3N(Cc4ccccc4)c4ccccc4[C@]23C[C@H]1C(=O)OC the results were MEKK3 PB1 HTS 100, MEKK2mut PB1 HTS 0, OXTR agonist -1.6, GalR3 antag -3, MEKK2wt PB1 HTS 101 and V1R ag counter 0.0.
`N=c1n(-c2ccccc2)c(O)cc(=O)n1-c1ccccc1` gave PHOSPHO1 block -18, MEKK3 PB1 HTS 98, MEKK2mut PB1 HTS -5, OXTR agonist 1.2, GalR3 antag 1, MEKK2wt PB1 HTS 93, GPR7 antag -14, NALP1 yeast inh 6 and V1R ag counter 0.3.
Screening CCc1nnc(NC(=O)CSc2nnc(Cc3cc(=O)[nH]c(=O)[nH]3)n2-c2cccc(OC)c2)s1 returned PHOSPHO1 block 13, MEKK3 PB1 HTS 91, MEKK2mut PB1 HTS -3, OXTR agonist 0.3, GalR3 antag -1, MEKK2wt PB1 HTS 90, GPR7 antag 17*, NALP1 yeast inh 6 and V1R ag counter 1.1.
Screening C=CCNc1ncnc2c1cnn2-c1ccc(Cl)cc1 returned PHOSPHO1 block -14, MEKK3 PB1 HTS 105, MEKK2mut PB1 HTS 5, OXTR agonist 1.1, GalR3 antag -2, MEKK2wt PB1 HTS 111, GPR7 antag 10, NALP1 yeast inh 14 and V1R ag counter 1.1.
`O=C(Nc1ccccc1)c1cccnc1N1CCOCC1` gave PHOSPHO1 block -1, MEKK3 PB1 HTS 104, MEKK2mut PB1 HTS -1, OXTR agonist 0.1, GalR3 antag -4, MEKK2wt PB1 HTS 104, GPR7 antag -5, NALP1 yeast inh -8 and V1R ag counter -0.7.
Screening O=C(CCC(=O)OCC(=O)c1ccc(Br)cc1)NC1CCCCC1 returned PHOSPHO1 block 12, MEKK3 PB1 HTS 103, MEKK2mut PB1 HTS 6, OXTR agonist 0.0, GalR3 antag -2, MEKK2wt PB1 HTS 104, GPR7 antag 8, NALP1 yeast inh -1 and V1R ag counter 1.6.
`COc1ccc(C(=O)N2CCNC(=O)C2CC(=O)Nc2cccc(Cl)c2Cl)cc1` (configuration not stated) gave PHOSPHO1 block 23, MEKK3 PB1 HTS 101, MEKK2mut PB1 HTS 8, OXTR agonist -0.5, GalR3 antag 0, MEKK2wt PB1 HTS 100, GPR7 antag -9, NALP1 yeast inh 4 and V1R ag counter 0.2.
`C/C(=N\N1CCN(Cc2ccc(C)cc2)CC1)c1ccco1` gave PHOSPHO1 block -18, MEKK3 PB1 HTS 95, MEKK2mut PB1 HTS -2, OXTR agonist -0.1, GalR3 antag -5, MEKK2wt PB1 HTS 100, GPR7 antag -4, NALP1 yeast inh 31 and V1R ag counter 0.3.
For O=C(NCCCNCCCNC(=O)c1ccccn1)c1ccccn1 the results were PHOSPHO1 block -3, MEKK3 PB1 HTS 103, MEKK2mut PB1 HTS 5, OXTR agonist 1.0, GalR3 antag -7, MEKK2wt PB1 HTS 108, GPR7 antag -3, NALP1 yeast inh 16 and V1R ag counter 1.7.
Cc1ccc(C)n1-c1ccsc1C(=O)CC#N was read as PHOSPHO1 block 3, MEKK3 PB1 HTS 100, MEKK2mut PB1 HTS -3, OXTR agonist 1.3, GalR3 antag -2, MEKK2wt PB1 HTS 96, GPR7 antag 4, NALP1 yeast inh -8 and V1R ag counter -0.1.
CCC(=O)Nc1c(C(=O)N2CCN(c3ccccn3)CC2)cnn1-c1ccc(Cl)cc1 was read as PHOSPHO1 block 9, MEKK3 PB1 HTS 95, MEKK2mut PB1 HTS 0, OXTR agonist -1.2, GalR3 antag -8, MEKK2wt PB1 HTS 98, GPR7 antag 7, NALP1 yeast inh 13 and V1R ag counter 0.8.
For CCCC1(C(=O)OCC)NC(c2ccc(N(C)C)cc2)C2C(=O)N(c3ccccc3)C(=O)C21 (configuration not stated) the results were PHOSPHO1 block 18, MEKK3 PB1 HTS 102, MEKK2mut PB1 HTS 1, OXTR agonist -1.7, GalR3 antag 1, MEKK2wt PB1 HTS 101, GPR7 antag -14, NALP1 yeast inh 0 and V1R ag counter -0.7.
Screening OC(Cn1cncn1)c1ccc(Cl)cc1Cl (configuration not stated) returned PHOSPHO1 block -5, MEKK3 PB1 HTS 94, MEKK2mut PB1 HTS -4, OXTR agonist 0.3, GalR3 antag 0, MEKK2wt PB1 HTS 89, GPR7 antag -8, NALP1 yeast inh -2 and V1R ag counter 1.0.
Screening CC(=O)Nc1ccc(S(=O)(=O)NNC(=O)CCc2ccccc2)cc1 returned PHOSPHO1 block 40, MEKK3 PB1 HTS 97, MEKK2mut PB1 HTS 0, OXTR agonist 0.3, GalR3 antag -9, MEKK2wt PB1 HTS 94, GPR7 antag 8, NALP1 yeast inh -15 and V1R ag counter 1.4.
`COc1ccccc1N1C(=O)S/C(=C\c2cc(C)n(C)c2C)C1=O` gave PHOSPHO1 block 43, MEKK3 PB1 HTS 99, MEKK2mut PB1 HTS -4, OXTR agonist 0.4, GalR3 antag 19*, MEKK2wt PB1 HTS 101, GPR7 antag -4, NALP1 yeast inh 18 and V1R ag counter 2.1.
For COCCSc1nnc(NC(=O)C2CC(=O)N(c3ccc(OC)cc3)C2)s1 (configuration not stated) the results were PHOSPHO1 block -8, MEKK3 PB1 HTS 101, MEKK2mut PB1 HTS -8, OXTR agonist -0.4, GalR3 antag -6, MEKK2wt PB1 HTS 87, GPR7 antag -9, NALP1 yeast inh -1 and V1R ag counter 0.5.
O=c1c2cc(N3CCOCC3)ccc2[nH]c(=S)n1CCCN1CCCC1 was read as PHOSPHO1 block 3, MEKK3 PB1 HTS 103, MEKK2mut PB1 HTS 1, OXTR agonist -1.5, GalR3 antag -2, MEKK2wt PB1 HTS 104, GPR7 antag 2 and V1R ag counter -1.8.
CCOC(=O)N1CCN(C(=O)/C(=C/c2ccc(OC)c(OC)c2)NC(=O)c2ccccc2)CC1 was read as PHOSPHO1 block 37, MEKK3 PB1 HTS 97, MEKK2mut PB1 HTS -6, OXTR agonist -0.5, GalR3 antag -2, MEKK2wt PB1 HTS 101, GPR7 antag -3, NALP1 yeast inh 1 and V1R ag counter -0.4.
For CCNc1nc(N)nc(Oc2ccc(C(=O)OC)cc2)n1 the results were PHOSPHO1 block -45, MEKK3 PB1 HTS 92, MEKK2mut PB1 HTS -1, OXTR agonist -0.2, GalR3 antag 0, MEKK2wt PB1 HTS 95, GPR7 antag -4, NALP1 yeast inh 11 and V1R ag counter 1.0.
For Cc1ccc(-c2nnn(CC(=O)N(CCN3CCOCC3)C(C(=O)NC(C)(C)C)c3ccco3)n2)cc1 (configuration not stated) the results were PHOSPHO1 block 2, MEKK3 PB1 HTS 92, MEKK2mut PB1 HTS -4, OXTR agonist -1.5, GalR3 antag -3, MEKK2wt PB1 HTS 94, GPR7 antag 1, NALP1 yeast inh 26 and V1R ag counter 0.7.
O=S(=O)(c1cccs1)N1CCN(CC(O)COC2CCCc3ccccc32)CC1 (configuration not stated) was read as PHOSPHO1 block 18, OXTR agonist 1.9, GalR3 antag -4, GPR7 antag -5, NALP1 yeast inh 12 and V1R ag counter 7.2.
COCCn1c(SCCN2CCCCC2)nc2ccccc2c1=O was read as PHOSPHO1 block -25, MEKK3 PB1 HTS 95, MEKK2mut PB1 HTS 0, OXTR agonist 0.5, GalR3 antag 0, MEKK2wt PB1 HTS 97, GPR7 antag -3, NALP1 yeast inh 13 and V1R ag counter -0.9.
For COc1ccccc1/C=C/CN1CCCC(CCC(=O)NCc2ccc(F)c(F)c2)C1 (configuration not stated) the results were PHOSPHO1 block 19, MEKK3 PB1 HTS 98, MEKK2mut PB1 HTS -8, OXTR agonist -1.5, GalR3 antag -6, MEKK2wt PB1 HTS 100, GPR7 antag -4, NALP1 yeast inh 7 and V1R ag counter -0.7.
For Cc1cc(C(=O)COC(=O)c2ccc(Br)o2)c(C)n1C the results were PHOSPHO1 block 32, MEKK3 PB1 HTS 100, MEKK2mut PB1 HTS 1, OXTR agonist 0.6, GalR3 antag -3, MEKK2wt PB1 HTS 96, GPR7 antag -10, NALP1 yeast inh 8 and V1R ag counter 0.9.
`Cc1cc(=O)oc2ccc(OCC(=O)N3CCc4ccccc43)cc12` gave PHOSPHO1 block 3, MEKK3 PB1 HTS 98, MEKK2mut PB1 HTS 4, OXTR agonist -2.0, GalR3 antag 0, MEKK2wt PB1 HTS 100, GPR7 antag 17, NALP1 yeast inh -1 and V1R ag counter -0.3.
For CC1CC(CC(=O)NC(=S)Nc2ccccc2Cl)C(=O)O1 (configuration not stated) the results were PHOSPHO1 block 26, MEKK3 PB1 HTS 99, MEKK2mut PB1 HTS 3, OXTR agonist 0.5, GalR3 antag -3, MEKK2wt PB1 HTS 103, GPR7 antag -17, NALP1 yeast inh -1 and V1R ag counter 0.8.
Screening CSc1nnnn1-c1ccc(C(=O)O)cc1 returned PHOSPHO1 block 14, OXTR agonist 0.8, GalR3 antag -4, GPR7 antag -8, NALP1 yeast inh 9 and V1R ag counter 1.6.
CSCC[C@H](NC(=O)C1CCN(C(=O)[C@@H](N)Cc2ccccc2)CC1)C(=O)O was read as PHOSPHO1 block 39, MEKK3 PB1 HTS 113, MEKK2mut PB1 HTS 15, OXTR agonist 0.6, GalR3 antag -10, MEKK2wt PB1 HTS 113, GPR7 antag 0, NALP1 yeast inh -5 and V1R ag counter 0.0.
COc1ccc(NC(=O)/C(=C/c2ccc(OC(C)=O)c(OC)c2)NC(C)=O)cc1 was read as PHOSPHO1 block -7, MEKK3 PB1 HTS 101, MEKK2mut PB1 HTS -2, OXTR agonist -0.4, GalR3 antag -5, MEKK2wt PB1 HTS 93, GPR7 antag -11, NALP1 yeast inh 11 and V1R ag counter 0.9.
COc1nc(Cc2ccc(Cl)cc2)nc2ccccc12 was read as PHOSPHO1 block 26, MEKK3 PB1 HTS 106, MEKK2mut PB1 HTS -5, OXTR agonist -0.5, GalR3 antag 2, MEKK2wt PB1 HTS 96, GPR7 antag -1, NALP1 yeast inh 36 and V1R ag counter 0.9.
Screening COc1ccc(OC)c(NC(=O)CCN2CCCC(C)C2)c1 (configuration not stated) returned PHOSPHO1 block -45, MEKK3 PB1 HTS 104, MEKK2mut PB1 HTS 4, OXTR agonist -0.3, GalR3 antag -3, MEKK2wt PB1 HTS 108, GPR7 antag -17, NALP1 yeast inh 8 and V1R ag counter 1.0.
Screening Nc1ccccc1Oc1c(F)c(F)c(Oc2ccccc2N)c(F)c1F returned PHOSPHO1 block 44, MEKK3 PB1 HTS 96, MEKK2mut PB1 HTS -5, OXTR agonist -1.5, GalR3 antag -6, MEKK2wt PB1 HTS 96, GPR7 antag 19, NALP1 yeast inh 6 and V1R ag counter 1.1.
For COc1ccc2c(c1)C(c1cccs1)=NNC(c1cccnc1)=N2 the results were PHOSPHO1 block -8, MEKK3 PB1 HTS 101, MEKK2mut PB1 HTS -3, OXTR agonist -1.7, GalR3 antag -4, MEKK2wt PB1 HTS 90, GPR7 antag -5, NALP1 yeast inh 3 and V1R ag counter -0.7.
